TRPN1 ag: zebrafish TRPN1 (NompC) channel agonism. hit rate 0.18% among 220,000. activation, % at 3 µM. HEK293 zebrafish TRPN1-YFP, Fluo-8 calcium fluorescence; 100% = response to 87 µM carbachol. AID 1424;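 active = activation above its plate's cutoff, the mean activation of test wells on that plate plus 3 SD, cut at about 19% in these data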;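 note: 0% = DMSO alone and 100% = 87 µM carbachol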
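Material: zebrafish TRPN1-YFP in HEK293 cells; Doses: single test compound dose, 3 µM nominal, 0.3% DMSO; Timing: dye loading 1 h at 37 °C, then 30 min room temperature; Technique: intracellular calcium fluorescence with Fluo-8; Benchmarks: high carbachol 87 µM, low DMSO alone.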
PPC-1+TRAIL kill: PPC-1 cancer cell killing with TRAIL present. PPC-1 cells + TRAIL, ATPLite viability luminescence. AID 1443. cell killing (% activity), % at 4 µM. hit rate 0.41% among 220,000;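 active = cell killing above 50% in the first pass at 4 µM, then a duplicate retest at 5 µM averaging 50% or more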;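 note: plate controls were cells with TRAIL plus DMSO for no effect and medium-only wells lacking cells for full effect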
CHOP inh: inhibitors of CHOP induction in ER stress response; CHO-K1 CHOP-promoter luciferase, tunicamycin-induced, 15-18 h; inhibition, % at 10 µM; hit rate 3.8% among 220,000; AID 2732;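 active = compounds that reduced the stress-induced luciferase reporter signal by more than about 70% of percent inhibition, limit read from the data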;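 note: 0% = tunicamycin plus vehicle and 100% = wells without tunicamycin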
Runt-SMMHC FRET: inhibitors of human RUNX1 Runt domain binding to CBFb-SMMHC; inhibition, % at 20 µM; Cerulean-Runt/Venus-CBFb-SMMHC FRET ratio 530/480, 1 h; hit rate 0.74% among 220,000; AID 1434; Q01196+Q13951;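 active = mean inhibition across duplicate retests at 20 µM reaching about 50%, limit read from the data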;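 note: 0% = DMSO wells and 100% = wells with excess untagged CBFb-SMMHC; inhibitors lower the FRET ratio by blocking Runt binding to CBFb-SMMHC; some results filed as inactive read as strong as hits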
TNF death inh: TNF-alpha cell death inhibition in Jurkat FADD-/- cells | Jurkat FADD-/- TNF necroptosis rescue, ATP luminescence, 24 h; 0 = TNF only, 100 = no-TNF cells | AID 463075 | activation (protection from cell death), % at 10 µM | hit rate 0.068% among 220,000;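 active = activation, meaning protection from cell death, of at least 50% relative to plate controls; inactive = activation below 50%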;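 note: necroptosis triggered by 40 ng/mL TNF-alpha added together with compound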
EBV gp42 inh: inhibitors of Epstein-Barr virus glycoprotein 42; Fluorescence polarization binding assay, mP read-out; hit rate 0.42% among 220,000; Q1HVG2; inhibition, % (tested at 21.74 µM); in the data active = inhibition above about 50%
Target sequence (Q1HVG2 whole entry, looked up): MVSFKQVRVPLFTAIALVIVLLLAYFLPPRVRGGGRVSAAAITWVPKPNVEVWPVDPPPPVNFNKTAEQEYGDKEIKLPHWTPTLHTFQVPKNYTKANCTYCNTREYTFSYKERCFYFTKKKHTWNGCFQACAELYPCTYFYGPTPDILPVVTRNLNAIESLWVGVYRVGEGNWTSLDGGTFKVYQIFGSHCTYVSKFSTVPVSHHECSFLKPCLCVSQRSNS
p47phox inh: blocks human p47phox regulatory protein of NADPH oxidases. P14598. hit rate 0.53% among 220,000. inhibition, % at 24.7 µM. p47phox/p22phox peptide binding, fluorescence polarization, 2 h;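 active = inhibition above about 30%, limit read from the data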;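 note: 0% = p47phox with labelled peptide and 100% = labelled peptide alone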
MDM2 E3 inh: Mdm2 E3 ligase (human) inhibition. AID 1230. cell-based MDM2 ubiquitination luciferase reporter, 2 h; 0 = plate control, 100 = twice control, blank-subtracted. signal enhancement, % at 5 µM. Q00987. hit rate 0.11% among 210,000;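 active = signal enhancement of 30% or more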;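 note: luminescence tracks abundance of the self-degrading MDM2-luciferase fusion protein; higher signal means inhibition of MDM2 E3 ligase activity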
Target sequence (Q00987 whole entry, looked up, the tested form may be a part): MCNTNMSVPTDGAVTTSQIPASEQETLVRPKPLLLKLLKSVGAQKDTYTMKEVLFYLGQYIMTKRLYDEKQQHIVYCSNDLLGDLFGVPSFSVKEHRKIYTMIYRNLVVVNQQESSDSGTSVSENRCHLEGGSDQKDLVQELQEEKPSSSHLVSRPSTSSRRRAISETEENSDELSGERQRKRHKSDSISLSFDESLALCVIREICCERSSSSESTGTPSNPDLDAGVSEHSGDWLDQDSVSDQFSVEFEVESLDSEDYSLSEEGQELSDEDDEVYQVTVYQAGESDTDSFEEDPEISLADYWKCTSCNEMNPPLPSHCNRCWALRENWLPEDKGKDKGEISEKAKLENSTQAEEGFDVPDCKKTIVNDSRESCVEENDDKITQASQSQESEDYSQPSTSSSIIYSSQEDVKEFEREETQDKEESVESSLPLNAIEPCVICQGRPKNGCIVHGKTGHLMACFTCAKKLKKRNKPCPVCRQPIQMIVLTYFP
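Test system: stable mammalian line carrying autodegrading MDM2–luciferase fusion reporter; quantity: 2000 cells in each well; times: 4 h cell settling then 2 h compound exposure, 37 °C; detection: luminescence with SteadyLite reagent, 15 min at room temperature; evaluation: percent signal gain over controls, blank-subtracted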
TRPML3 ag: agonists of human TRPML3 channel; HEK293 TRPML3-YFP, Fluo-8 calcium fluorescence; 100% = the carbachol control signal; activation, % at 3 µM; hit rate 0.29% among 220,000; AID 1448;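 active = activation above its plate's cutoff, the mean activation of the plate's test wells plus 3 SD, cut at about 12% in these data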;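 note: 0% = DMSO only wells and 100% = carbachol wells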
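Material: HEK293 cells stably carrying human TRPML3-YFP; compound dosing: single dose, 3 µM final nominal compound, 0.3% DMSO final; incubation: 1-h 37 °C dye load, 5-s basal, 120-s post-compound reads; technique: Fluo-8 intracellular calcium fluorescence, excitation 470-495 nm, emission 515-575 nm; read-out basis: percent activation from peak-to-basal fluorescence ratio, scaled between DMSO and carbachol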
Starred values were filed as active, the others as inactive; . = not tested or not shown.

SMILES	TRPN1 ag	PPC-1+TRAIL kill	CHOP inh	Runt-SMMHC FRET	TNF death inh	EBV gp42 inh	p47phox inh	MDM2 E3 inh	TRPML3 ag
CC1CC(C)CN(S(=O)(=O)c2ccc(C(=O)NCc3ccc4c(c3)OCO4)cc2)C1 (centres undefined)	-0.8	15.0	22.9	-4.3	0.1	-20.8	-8.8	8.7	0.3
Cc1nnc(CN(C)Cc2cn[nH]c2-c2ccc(-c3ccccc3)cc2)o1	0.2	12.1	22.9	-3.7	0.5	-8.4	9.5	-3.9	0.8
Nc1ccc2c(c1)OC1(CCCC1)O2	-0.3	7.8	28.3	5.3	-1.7	5.2	13.8	-52.2	0.1
CCOC(=O)N1CCN(C(=O)c2ccc(N(Cc3ccccc3)S(C)(=O)=O)cc2)CC1	-0.8	25.2	-14.2	4.2	-0.6	-2.2	-11.9	18.5	0.4
c1ccc(Cn2nnc3c(NCc4ccc5c(c4)OCO5)ncnc32)cc1	-0.5	0.8	-9.4	-1.9	-5.4	-1.9	20.8	.	0.3
CCCCC(=O)Nc1ccc(C(=O)Nc2ccc(OC)cc2[N+](=O)[O-])cc1	1.0	-23.0	40.5	-157.2	4.6	-81.7	-16.6	-3.6	0.6
O=C(O)[C@H](Cc1ccccc1)N1C(=O)c2ccncc2C1=O	0.2	-2.7	38.2	-0.6	-0.6	-14.2	-7.5	3.8	0.0
CN1CCN(c2ccc(Cl)cc2NS(=O)(=O)c2ccccc2Cl)CC1	2.1	8.3	-7.7	-3.1	2.2	-11.1	0.2	-13.0	2.2
CCCN(CCC)C1CC(=O)N(Cc2ccccc2)C1=O (centres undefined)	-0.3	1.1	23.7	2.9	2.7	-10.3	-7.9	-7.0	0.5
Cc1cc(C(=O)O)sc1C	0.4	.	5.8	-3.8	0.0	0.4	-4.8	-2.4	0.8
S=C(NCc1ccccc1)Nc1ccc2cn[nH]c2c1	1.0	7.5	3.6	-1.2	-4.1	-6.1	-13.8	.	0.2
CN(C)S(=O)(=O)Oc1cc(Cl)ccc1C(=O)Nc1ccc(F)cc1F	-1.2	15.5	15.1	-1.6	-0.5	3.7	-4.3	-9.1	0.5
c1ccc2c(c1)c1c3n2CCNC3CCC1 (centres undefined)	0.2	29.3	13.3	-5.6	-0.9	-21.2	-3.3	-11.6	1.0
COc1ccccc1-n1c(SCC(=O)NC2CCCCC2)nc2c(c1=O)SCC2	-0.8	23.1	17.3	-1.0	1.5	-6.1	-3.7	-18.8	-0.6
CC(C)OC(=O)CSc1nnc2c(n1)[nH]c1ccc(F)cc12	0.7	1.1	15.2	-3.4	-0.3	-8.1	-6.7	-12.8	0.6
CCc1nnc(NC(=O)CCC(=O)N2CCN(c3ccccn3)CC2)s1	-0.5	9.6	10.5	-1.9	-1.0	-1.9	2.2	-6.4	0.0
c1ccc(CCNc2ncnc3nc[nH]c23)cc1	5.4	10.1	7.8	-1.2	-2.4	-1.0	5.3	-16.8	2.1
Clc1ccccc1Cn1c(/C=C/c2ccco2)nc2ccccc21	-0.5	-2.4	-18.4	-19.5	-6.1	9.7	-74.9	-4.6	0.4
COc1cccc(-c2cc3nc(-c4ccccc4)cc(N4CCCC(O)C4)n3n2)c1 (centres undefined)	-2.2	11.4	20.7	3.9	0.9	-9.7	-18.0	-1.7	-0.4
CC(C)C[C@H](NC(=O)N1CCN(c2ccccc2)CC1)C(=O)O	1.3	10.6	-5.2	2.3	1.1	-11.1	-14.7	1.6	0.8
CC(=O)C1=C(C)NC(=O)NC1c1cccc([N+](=O)[O-])c1O (centres undefined)	-0.9	8.5	0.2	0.7	0.9	0.1	1.6	-3.1	0.2
O=C(OCc1ccccc1)C1=NNC2C(=O)N(Cc3ccccc3)C(=O)C12 (centres undefined)	1.2	7.6	13.2	-7.5	-0.2	5.3	-6.5	-13.0	-0.1
O=C(Cn1c(=O)sc2ccccc21)Nc1ccc(S(=O)(=O)N2CCCCC2)cc1	0.3	5.9	-0.8	-1.7	0.8	-1.4	-14.3	5.2	1.9
O=C(CC1Nc2ccccc2NC1=O)Nc1ccccc1NC(=O)CC1Nc2ccccc2NC1=O (centres undefined)	0.2	13.0	-9.6	12.5	-0.1	3.7	7.1	1.6	0.9
N#Cc1c(-c2ccc(F)cc2)nc(-c2ccccc2)[nH]c1=O	-0.9	0.6	18.9	-1.6	0.1	-6.4	-15.9	-0.7	0.3

A few values from above:
Reading for COc1cccc(-c2cc3nc(-c4ccccc4)cc(N4CCCC(O)C4)n3n2)c1 (centres undefined) in PPC-1+TRAIL kill: 11.4
Reading for COc1ccccc1-n1c(SCC(=O)NC2CCCCC2)nc2c(c1=O)SCC2 in TRPN1 ag: -0.8

(list continues)
SMILES	TRPN1 ag	PPC-1+TRAIL kill	CHOP inh	Runt-SMMHC FRET	TNF death inh	EBV gp42 inh	p47phox inh	MDM2 E3 inh	TRPML3 ag
CC(=O)c1cc(-c2ccccc2)n(CCC(=O)NC2CCCCCC2)c1C	-0.8	4.5	12.8	5.1	1.4	-26.0	-24.0	-4.8	-1.0
Cc1[nH]c2ccccc2c1C(=O)CSc1nc2ccccc2[nH]1	3.4	-6.7	15.3	0.9	-8.1	7.9	-31.9	-7.2	1.1
Cn1cccc1/C=C1\CCC/C(=C\c2cccn2C)C1=O	-0.5	10.0	-46.3	6.8	-2.5	-151.0	-212.2	-32.1	0.6
Cc1ccc(C(=O)ONc2ccc(N=NC(=O)c3ccccc3O)cc2)cc1	0.2	28.3	103.2*	-16.5	-15.9	92.6*	11.1	-22.7	0.4
COc1cc(NC(=O)Cn2c(=O)n(CC3CCCO3)c(=O)c3ccccc32)cc(OC)c1 (centres undefined)	-1.3	1.2	-4.3	-1.4	1.5	-1.0	-5.1	-7.4	0.1
CC1=CC(C)(C)Nc2ccc(OC(=O)C(Cc3ccccc3)N3C(=O)C4CCCCC4C3=O)cc21 (centres undefined)	1.9	15.2	43.2	1.2	-3.9	-3.1	-3.3	-19.9	2.1
CCOc1ccc(NC(=O)c2cc3n(n2)C(C(F)(F)F)CC(c2ccco2)N3)cc1 (centres undefined)	-1.1	10.5	63.4	3.0	-4.2	-7.0	-10.7	3.3	-0.7
COc1cccc(N2CCN(C(=O)CCn3c(=S)[nH]c4cc5c(cc4c3=O)OCO5)CC2)c1	0.1	-8.4	14.6	2.2	-5.9	-6.6	-1.5	-1.2	0.0
Cc1nc(CS(=O)(=O)c2ccccc2)cc(Sc2ccc(Cl)cc2)n1	0.5	8.9	-10.0	2.3	-3.8	-14.4	-7.3	-7.9	0.5
CC1COC(c2cccn2Cc2ccccc2Cl)=N1 (centres undefined)	-0.4	-6.9	63.5	-1.6	0.5	-3.1	-7.5	-3.1	-0.6
CCN1C(=O)N[C@@H](c2ccc(Br)cc2)C(C(=O)OC)=C1C	-0.5	12.9	8.6	-2.9	1.3	-14.5	-4.1	.	-0.4
COc1cccc(C2C(C(N)=O)=C(C)Nc3nc(-c4cccc(Cl)c4)nn32)c1 (centres undefined)	0.4	-0.6	30.0	-1.4	-1.6	-6.3	0.8	-14.0	-0.2
COc1ccc(-n2c(SCC3CNC(=O)O3)nnc2-c2ccc(Cl)cc2)cc1 (centres undefined)	-0.8	-0.7	6.7	3.5	0.8	-20.8	3.0	1.0	-0.3
CN(C)[C@@H]1C(=O)C(C(=O)NCN2CCCC2)=C(O)[C@@]2(O)C(=O)C3=C(O)c4c(O)cccc4[C@@](C)(O)C3CC12 (some centres undefined)	-1.4	11.4	0.4	9.1	-1.2	70.7*	9.2	.	0.8
COC(=O)c1cc(NS(=O)(=O)c2ccc3c(c2)CCC(=O)N3)cc(C(=O)OC)c1	-0.4	6.9	-19.7	-0.5	-1.7	-22.8	-10.8	0.9	0.4
CCN(c1ccc(NC(=O)COC(=O)CCc2cc(OC)c(OC)c(OC)c2)cc1)C(C)C	1.2	2.3	-23.3	9.7	3.2	-10.5	-7.5	-1.4	0.2
COC(=O)c1ccc(Oc2c(C)oc3c(CN4CCN(C)CC4)c(O)ccc3c2=O)cc1	0.5	7.2	.	2.8	-0.3	.	.	-16.6	0.9
COc1ccc(-n2ncc3c(NCCN4CCOCC4)ncnc32)cc1	-0.2	16.0	-21.5	0.3	-0.2	7.2	2.7	.	0.5
O=C(Nc1nn[nH]n1)c1ccc(S(=O)(=O)N2CCCCC2)cc1	0.0	-1.7	11.7	-0.9	0.1	-8.0	-0.4	-15.5	0.6
CNC(=O)NC(=O)C(C)OC(=O)CCCSc1nc2ccccc2s1 (centres undefined)	-1.1	-8.3	45.0	-4.6	1.0	-14.4	-7.0	0.4	0.3
Cc1ccnc(N/C=C(\C#N)c2nc(-c3cccc(Br)c3)cs2)c1	4.5	-7.5	44.2	-56.2	-1.6	-10.2	-6.5	6.3	2.2
CC(=O)Nc1ccc(NC(=S)NC(=O)c2ccc([N+](=O)[O-])cc2)cc1	0.4	26.9	16.5	3.6	1.5	0.5	1.1	-5.5	0.5
CC(=O)Nc1nc(CC(C)C)cc(-c2ccccc2)c1C#N	-1.1	7.8	11.3	-1.5	3.1	-11.4	6.3	-9.4	0.2
O=C(Cn1nnc2c(cnn2-c2ccccc2)c1=O)NCc1cccs1	1.2	22.8	-30.7	-2.2	0.7	-15.0	-10.7	-11.2	1.1
COC(=O)c1cc(OC)nc(OC)c1	0.5	19.2	8.0	0.4	-0.2	-9.9	-7.7	-0.9	0.3
CCN(C(=O)CSc1ccc2c(c1)OCCO2)C1CCS(=O)(=O)C1 (centres undefined)	2.2	-1.7	16.7	-9.1	-0.8	-8.9	-12.3	-10.0	-0.1
CCCC(=O)NC(c1ccccc1Cl)c1c(O)ccc2ccccc12 (centres undefined)	-2.4	-31.3	14.5	2.9	1.4	9.0	-9.8	8.9	-1.1

Some of these compounds in order of the CHOP inh value, low to high:
canonical_smiles	CHOP inh
O=C(Cn1nnc2c(cnn2-c2ccccc2)c1=O)NCc1cccs1	-30.7
COc1cc(NC(=O)Cn2c(=O)n(CC3CCCO3)c(=O)c3ccccc32)cc(OC)c1 (centres undefined)	-4.3
COc1ccc(-n2c(SCC3CNC(=O)O3)nnc2-c2ccc(Cl)cc2)cc1 (centres undefined)	6.7
CCN1C(=O)N[C@@H](c2ccc(Br)cc2)C(C(=O)OC)=C1C	8.6
Cc1[nH]c2ccccc2c1C(=O)CSc1nc2ccccc2[nH]1	15.3
CCN(C(=O)CSc1ccc2c(c1)OCCO2)C1CCS(=O)(=O)C1 (centres undefined)	16.7

High-throughput results (PubChem)
